Compound activity as filed in PubChem.
USP2a block = blocks human ubiquitin-specific protease USP2a. O75604. USP2 core, Ub-CHOP2 coupled fluorogenic reporter, 485/531. Potency, µM (titrated, usually from 38.3 µM), inactives show at the top dose activity change, negative = inhibition, hits mostly inhibitors. 0.01% of 330,000 active. AID 463254;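 note: potency is the fitted concentration of half-maximal effect; plate controls were DMSO wells for no effect and full inhibition by NEM control for full effect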
Target sequence (O75604 whole entry, looked up): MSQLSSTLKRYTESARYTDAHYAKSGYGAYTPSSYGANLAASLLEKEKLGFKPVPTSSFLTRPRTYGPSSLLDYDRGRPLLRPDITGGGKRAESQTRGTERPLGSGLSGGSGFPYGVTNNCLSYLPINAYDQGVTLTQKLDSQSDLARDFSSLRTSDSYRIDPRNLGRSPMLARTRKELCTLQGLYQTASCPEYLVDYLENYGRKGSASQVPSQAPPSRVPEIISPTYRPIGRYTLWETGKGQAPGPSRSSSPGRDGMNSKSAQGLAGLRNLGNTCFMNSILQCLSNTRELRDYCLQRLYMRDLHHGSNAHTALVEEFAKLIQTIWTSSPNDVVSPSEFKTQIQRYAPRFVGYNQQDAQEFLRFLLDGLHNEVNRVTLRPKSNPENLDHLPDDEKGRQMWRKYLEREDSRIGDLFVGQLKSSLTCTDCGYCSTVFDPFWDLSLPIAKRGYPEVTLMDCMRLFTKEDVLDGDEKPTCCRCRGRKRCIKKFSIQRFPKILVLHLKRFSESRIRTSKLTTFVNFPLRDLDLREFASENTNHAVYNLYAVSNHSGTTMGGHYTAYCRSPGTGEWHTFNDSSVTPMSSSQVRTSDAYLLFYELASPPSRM
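Deubiquitinase activity read as fluorescence (485/531 nm) after Ub-CHOP2 cleavage activates the enterokinase reporter on its substrate; USP2 core 10nM, Ub-CHOP2 and substrate 25nM each, 30min compound preincubation then 60min RT; data normalized to NEM, curves fitted.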
ASM inhibitor = blocks human secretory acid sphingomyelinase; Potency, µM (titrated, usually from 57.5 µM), for the others: top-dose activity change, negative = inhibition, actives largely listed as inhibitors; P17405; placental ASM, HMU-PC fluorogenic substrate, 60 min; 0.006% of 340,000 active; AID 504937; note: potency is the fitted concentration of half-maximal effect
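Human placenta-derived ASM preincubated with compound 10 min at room temperature, then reacted with 9 uM (final) fluorogenic HMU-PC substrate for 60 min at 37 C. Stop solution raises pH to 10; fluorescence read at Ex 386/Em 447 nm.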
TSG101-PTAP inh = blocks PTAP/TSG101 interaction to inhibit HIV-1 budding | Q99816 | Fluorescence polarization, FITC-PTAP peptide / Tsg101 binding | Potency, µM (doses to about 115 µM), without a hit: at the highest dose activity change, negative = inhibition, actives largely listed as inhibitors | 340,000 tested, under 10 active; active = well fitted inhibition curve with a large enough effect in the main read-out, with a control signal flat, not every such curve was filed as active; inconclusive = small, poorly fitted or top-dose-only effect, or effect the other way, or a change in a side signal; inactive = no such curve, though single readings can be large or run the other way; note: potency is the fitted concentration of half-maximal effect; % of control where 0% means no effect
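Fluorescence polarization binding of Tsg101 binding domain (10 uM final) to FITC-labeled PTAP peptide (50 nM final) in HEPES pH 7.5 buffer with NaCl, Tween 20, EDTA, TCEP. Compounds added before peptide; binding 20 min at RT.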
a7 integrin act = activates integrin-mediated alleviation for muscular dystrophy; AID 624291; alpha7betagal myoblasts, beta-gal FDG fluorescence, 48 h; 0.064% of 350,000 active; Potency, µM (series often up to 38.3 µM), for inactives: top-dose activation, hits mostly activators;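 note: potency is the fitted concentration of half-maximal effect; 100% = response of the positive control SU9516; nearly all actives have a fitted effect of over 60% in size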
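alpha7betagal+/- myoblasts (passage 13, 250/well) treated 48 h at 37C with compounds at 1:260 dilution of DMSO stock. Lysed, then beta-galactosidase activity read as FDG fluorescence (ex 480/em 540) after 30 min, with pre-read for autofluorescence.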
p53 reactivator = restores transcriptional activity of mutant p53; H1299 p53-A138V BP100-luciferase reporter, luminescence, 24 h; Potency, µM (doses to about 92.2 µM), inactives show at the top dose activity change, positive = activation, hits mostly activators; 0.063% of 320,000 active; AID 504706; note: potency is the fitted concentration of half-maximal effect; % of control where 0% means no effect; nearly all actives have a fitted effect of over 45% in size
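H1299 (p53-null), stable ts p53-A138V + BP100-Luc; 1000 cells/well, Opti-MEM/10% FBS; cpd 4 pt, 1:5; 24 h, 37 deg C, 5% CO2; detection reagent 10 min RT; luminescence.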
B2AR arrestin = agonists driving beta-arrestin recruitment to human beta2-adrenergic receptor. 0.02% of 330,000 active. AID 492947. beta-arrestin recruitment to beta2AR, cell-based reporter. P07550. Potency, µM (highest dose often 46.1 µM), inactives show top-dose activation, actives largely listed as activators;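 note: potency is the fitted concentration of half-maximal effect; 0% = DMSO controls and full agonism = EC100 isoproterenol or metaproterenol; nearly all actives have a fitted effect of over 65% in size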
Target sequence (P07550 whole entry, looked up): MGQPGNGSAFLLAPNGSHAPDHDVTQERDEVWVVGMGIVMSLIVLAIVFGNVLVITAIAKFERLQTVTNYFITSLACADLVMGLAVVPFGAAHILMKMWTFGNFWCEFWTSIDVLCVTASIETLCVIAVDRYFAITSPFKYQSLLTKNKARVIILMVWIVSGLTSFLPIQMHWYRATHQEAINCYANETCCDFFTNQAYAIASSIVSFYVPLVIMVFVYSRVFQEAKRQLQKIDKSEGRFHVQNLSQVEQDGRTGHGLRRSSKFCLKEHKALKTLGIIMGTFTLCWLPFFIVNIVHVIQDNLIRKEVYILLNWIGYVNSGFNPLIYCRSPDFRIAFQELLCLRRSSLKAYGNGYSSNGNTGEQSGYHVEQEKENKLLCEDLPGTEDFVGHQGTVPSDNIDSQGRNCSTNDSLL
Eya2 phos inh = blocks the phosphatase activity of human Eya2; 0.006% of 330,000 active; recombinant Eya2, OMFP fluorescence dephosphorylation (OMFP is methylfluorescein phosphate); AID 488837; Potency, µM (titrated, usually from 76.9 µM), inactives show at the highest dose activity, negative = inhibition, usual class: inhibitors; note: potency is the fitted concentration of half-maximal effect; % is set by controls: 0 for no effect and ±100 for the full control effect
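Eya2 protein (added as 0.2 uM solution) was preincubated with compound for 10 min at ambient temperature in 50 mM HEPES pH 7.5, 50 mM NaCl, 5 uM MgCl2, 0.05% BSA, 1 mM DTT. OMFP (added at 50 uM) then reacted 10 min; fluorescence read at 485/525 nm.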
ELG1 genotox = inducers of genotoxicity in HEK293T ELG1-luciferase cells; HEK293T ELG1-luciferase reporter, luminescence, 16 h; 1.3% of 330,000 active; Potency, µM (top dose mostly 46 µM), for the others: at the top dose activity change, positive = activation, actives largely listed as activators; note: potency is the fitted concentration of half-maximal effect; % of control where 0% means no effect; nearly all actives have a fitted effect of over 60% in size
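Luminescence read-out: rising ELG1-luciferase signal, reflecting elevated ELG1 protein under genetic stress, flags genotoxic compounds. Cells were treated for 16 hr at 37 °C before ONE-Glo detection.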
uPA surface inh = blocks generation of uPA at the cell surface; cell surface uPA generation assay, qHTS; Potency, µM (highest dose often 38.3 µM), inactives show at the highest dose activity change, negative = inhibition, actives largely listed as inhibitors; 0.31% of 330,000 active; active = well fitted inhibition curve with a large enough effect; inconclusive = small, poorly fitted or top-dose-only effect; inactive = no such curve, though single readings can be large or run the other way; tested in mouse RAW 264.7 cells; note: potency is the fitted concentration of half-maximal effect; % is set by controls: 0 for no effect and ±100 for the full control effect; nearly all actives have a fitted effect of over 55% in size
TRPV1 ag = activates the human vanilloid receptor TRPV1 | activation, % at 8.33 µM | 0.19% of 320,000 active | TRPV1-expressing cells, Fluo-8 calcium influx, agonist mode | Q8NER1; in the data active = activation above about 80%; inconclusive = between about 30% and that limit; note: 0% is about no effect
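Cells expressing TRPV1 were dye-loaded with Fluo-8 and read kinetically: 10 s baseline, 3 min after compound (agonist portion), then 2 min after EC20 capsaicin (allosteric enhancer portion). Calcium-bound dye fluorescence at 480/520 nm.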
BRCA1 expr act = activators of BRCA1 expression | 1.1% of 380,000 active | Potency, µM (highest dose often 46.1 µM), for inactives: at the highest dose activation, usual class: activators | AID 624202 | MCF7-BRCA1-FFLuc reporter, luminescence, 48 h; response scale: scaled: vehicle 0%, 10 µM genistein 100%; note: potency is the fitted concentration of half-maximal effect; nearly all actives have a fitted effect of over 80% in size; some results filed as inactive show a strong effect at the top dose
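48 h compound treatment of MCF7-BRCA1-FFLuc cells (phenol-red free MEM, 37 °C), then 15 min with luciferase substrate and luminescence imaging.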
The depositor's hits bear a star; i = inactive; u = inconclusive; x = not tested or not shown; [ ] = remark or other dose. Unless noted, calls come from the whole dose curve; as a rule, active = well fitted curve in the direction sought with a large enough effect; inconclusive = small, poorly fitted or top-dose-only effect, or another doubt; inactive = no such curve, though single readings can be large; an effect the other way counts as inactive or inconclusive.

SMILES | USP2a block | ASM inhibitor | TSG101-PTAP inh | a7 integrin act | p53 reactivator | B2AR arrestin | Eya2 phos inh | ELG1 genotox | uPA surface inh | TRPV1 ag | BRCA1 expr act
CC(=O)Oc1c(C)cc(O)c2ccccc12 | 1% | x | x | x | -20% | 0.4% | 9% | -10% | x | 1 | x
CCN(CC)C(=O)C1CCCN(c2ncnc3c2cnn3-c2ccc(Cl)cc2)C1 (stereo not drawn) | 2% | u | -4% | 11% | 0% | -1.2% | -7% | -10% | 6% | 29 | -68%
Cc1ccc(/C=C/C(=O)c2ccccc(=O)c2O)cc1C | -1% | 2% | -3% | -21% | 8% | 3.3% | -5% | u | -18% | -2 | -89%
N#CCC(=O)N/N=C/c1cn(Cc2ccc3ccccc3c2)c2ccccc12 | 2% | -1% | -1% | -48%[inhibitor] | -5% | -0.8% | -26% | 7% | 0% | x | -19%
CCNC(=O)Nc1cc(S(=O)(=O)Nc2ccc(OC)cc2)ccc1N1CCOCC1 | 0% | 4% | -3% | -38% | -8% | -0.1% | 1% | 2% | u | 3 | -6%
Cc1ccc(-n2nnc3c(=O)n(Cc4cc(C)ccc4C)cnc32)cc1 | 1% | 3% | 0% | 24% | 1% | -2.1% | -3% | 8% | -6% | 1 | 1%
O=C(NNCC(O)COc1ccccc1)c1ccccc1 (stereo not drawn) | 2% | 1% | 0% | 16% | -2% | 0.1% | 0% | -2% | 2% | 1 | 7%
CN(C)CCNC(=O)c1ccc2c(c1)N(Cc1ccc(F)cc1)CCS2 | -1% | 388%[activator] | 0% | 0% | u | 0.2% | -15% | -5% | -12% | x | 0%
CCOc1ccc(N2C(=O)CC(N(CCc3ccc(OC)c(OC)c3)C(=S)Nc3ccccc3)C2=O)cc1 (stereo not drawn) | -2% | -4% | -3% | -24% | -2% | 0.2% | 0% | -2% | 3% | 1 | -22%
Cc1ccc(CNC2=NCCCCC2)n1C | 2% | -1% | 0% | -18% | 3% | -0.3% | -25% | 2% | 5% | 4 | 10%
CCCCCCCCCCCCCCCC(=O)OC[C@H](COP(=O)([O-])OCC[N+](C)(C)C)OC(=O)CCCCCCCCCCCCCCC | 4% | x | x | x | 8% | 2.3% | -5% | 1% | x | 2 | x
CC(C)COP(=O)(OCC(C)C)C(O)c1ccccc1F (stereo not drawn) | 1% | 0% | 2% | 3% | 10% | -0.5% | -8% | 2% | 9% | 13 | -15%
CC(C)(C)c1cc(C(=O)NNS(=O)(=O)c2ccccc2)n[nH]1 | 5% | 2% | 1% | -59% | 2% | 0.2% | 10% | 1% | -48% | -4 | -7%
COc1cccc(/C=N/n2c(-c3cccs3)n[nH]c2=S)c1 | -1% | -7% | -2% | -11% | 2% | 0.1% | -2% | -1% | 0% | x | -21%
COc1ccc2cc3cc(C(=O)NCC4CCCO4)oc3nc2c1 (stereo not drawn) | -1% | x | -4% | -1% | 25% | -0.3% | -4% | 7% | -2% | -5 | 58%

Random excerpt: two compounds from above.
SMILES | USP2a block | ASM inhibitor | TSG101-PTAP inh | a7 integrin act | p53 reactivator | B2AR arrestin | Eya2 phos inh | ELG1 genotox | uPA surface inh | TRPV1 ag | BRCA1 expr act
CN(C)CCNC(=O)c1ccc2c(c1)N(Cc1ccc(F)cc1)CCS2 | -1% | 388%[activator] | 0% | 0% | u | 0.2% | -15% | -5% | -12% | x | 0%
Cc1ccc(CNC2=NCCCCC2)n1C | 2% | -1% | 0% | -18% | 3% | -0.3% | -25% | 2% | 5% | 4 | 10%

The results go on.
SMILES | USP2a block | ASM inhibitor | TSG101-PTAP inh | a7 integrin act | p53 reactivator | B2AR arrestin | Eya2 phos inh | ELG1 genotox | uPA surface inh | TRPV1 ag | BRCA1 expr act
COc1ccc(C(=O)Nc2ccc(C(=O)Nc3cccc(C)c3)cc2)cc1 | -1% | -3% | 0% | -11% | 19% | -0.7% | 8% | 13µM* | 8% | -1 | -64%
O=C(c1cc(-c2ccccc2Cl)nc2ccccc12)N1CCN(c2ccccc2O)CC1 | 1% | -4% | -3% | -2% | -15% | -0.2% | 4% | -8% | 13% | 3 | -61%
CCOc1ccc(C2CC(c3cccc(C)c3)n3nc(N)nc3N2)cc1 (stereo not drawn) | 4% | 1% | 1% | -22% | u | 0.0% | -1% | 1% | 14% | -2 | 0%
COCCNC(=O)c1c[nH]c2ccc(S(=O)(=O)N3CCOCC3)cc2c1=O | 0% | 5% | -5% | -15% | 5% | -0.9% | u | 0% | 6% | -2 | 13%
Cn1c(CNc2ccc(F)cc2)nnc1SCC(=O)NNC(=O)Cc1ccccc1 | -7% | 0% | 0% | 1% | 8% | 0.0% | 0% | 0% | 3% | 2 | 0%
Cc1c(C=O)c2ccccn2c1C(=O)c1ccccc1Cl | -2% | -16% | 1% | 0% | 2% | 0.5% | -1% | -3% | 2% | 13 | -31%
O=C(N/N=C/c1ccc(Br)o1)c1ccc2c(c1)OCCO2 | -4% | 1% | -4% | -7% | u | -1.1% | -3% | u | -9% | u | u
Cc1oc(-c2ccccc2Cl)nc1CSCC(=O)NC1CCCC1 | 2% | 2% | -8% | -16% | 1% | 0.4% | 28% | -5% | -4% | 14 | -32%
Cc1cc(F)ccc1S(=O)(=O)N1CCCCC1CCNC(=O)C(=O)NCc1ccccn1 (stereo not drawn) | 0% | 2% | -4% | -12% | 2% | 0.0% | 3% | -7% | -4% | 0 | -30%
Cn1cc(C(=O)NCc2cccs2)c(=O)c2cc(S(=O)(=O)N3CCCC3)ccc21 | 1% | 1% | 1% | -23% | -14% | -1.2% | 7% | 1% | -6% | -1 | -24%
CC(OC(=O)c1ccco1)C(=O)NCc1cccs1 (stereo not drawn) | 2% | -1% | 2% | 24% | -7% | -0.7% | 8% | 0% | 2% | 2 | 7%
COc1cc(CNCCc2ccccc2)cc(Cl)c1OCc1ccccc1 | 0% | -12% | -8% | -77%[inhibitor] | -11% | -0.1% | -14% | 1% | 4% | 8 | -51%
CC(C)c1ccc(CCNC(=O)c2ccc([N+](=O)[O-])cc2)cc1 | u | -2% | 0% | 5% | -7% | -0.8% | -2% | -5% | -10% | u | -1%
CC(=O)Nc1ccc(S(=O)(=O)N2CCC(C(=O)NCCc3c[nH]c4ccccc34)CC2)cc1 | 0% | -1% | -4% | u | 1% | -0.8% | 7% | -1% | 6% | 0 | 2%
C=CCN(CC(=O)NC1CCCC1)C(=O)C(=O)Nc1ccc2c(c1)OCCO2 | 2% | -1% | 3% | -5% | 2% | 0.2% | 3% | -2% | -2% | 0 | 0%
CCc1ccc(CCC(=O)Nc2nc(CC(C)=O)ns2)o1 | 1% | 1% | -13% | 14% | -3% | -0.5% | 3% | -1% | 1% | 0 | -3%
O=C(Nc1ccc(Cl)cc1)C1CCCN(c2cnccn2)C1 (stereo not drawn) | 2% | 1% | 4% | u | -2% | 0.1% | 4% | 1% | 0% | 28 | 1%
COc1ccc2nc(NC(=O)c3ccccc3[N+](=O)[O-])sc2c1 | -1% | 3% | -10% | -7% | x | 0.3% | 2% | 6% | -9% | u | 78%
Fc1ccc(NC(=S)NN2CCOCC2)cc1Cl | 3% | 1% | 1% | 9% | -6% | -0.1% | 4% | -4% | -5% | 1 | -12%
COc1ccccc1C(=O)N1CCCN(C(=O)c2ccccc2OC)CC1 | 2% | 2% | -11% | 18% | -2% | -0.4% | 7% | -4% | -2% | -1 | -19%
CN1/C(=C\C(=S)NC(=O)c2ccc([N+](=O)[O-])cc2)C(C)(C)c2ccccc21 | -6% | -11% | -2% | -21% | -10% | 0.0% | -18% | 3% | 3% | -1 | -34%
O=C(Nc1ccc2c(c1)OCO2)c1ccc(Cl)c(S(=O)(=O)N2CCOCC2)c1 | 2% | 0% | -2% | -24% | 0% | 0.1% | -2% | -12% | 0% | u | -10%
Cc1ccc(C(=O)/C=C/c2cc(C#N)n(C)c2C)cc1 | 2% | 56%[activator] | -2% | -41% | 2% | 0.4% | 6% | 9% | 0% | 28 | 52%
CCC1(c2ccc(F)cc2)NC(=O)N(CC(=O)N2CCN(S(=O)(=O)c3ccc(Cl)cc3)CC2)C1=O (stereo not drawn) | 2% | 2% | -2% | 17% | -8% | 0.4% | -2% | -3% | 1% | -3 | -17%
Cc1ccc(S(=O)(=O)N2CCN(CC(O)c3ccccc3)CC2)cc1 (stereo not drawn) | -1% | -4% | 1% | -2% | 0% | 0.0% | 5% | -9% | 4% | -2 | -10%
C=CCn1c(N)c(C(=O)NCC2CCCO2)c2nc3ccccc3nc21 (stereo not drawn) | -2% | i | -5% | -28% | -21% | -1.6% | -16% | -7% | 1% | 1 | -28%
